STK33 inh: blocks human STK33 kinase activity; ADP-Glo luminescence, MBP substrate; inhibition, % at 12.5 µM; hit rate 0.44% among 27,000; AID 2322; in the data active = inhibition above about 20%; inconclusive = no clear call, values can overlap the other calls
Target sequence (Q9BYT3 whole entry, looked up): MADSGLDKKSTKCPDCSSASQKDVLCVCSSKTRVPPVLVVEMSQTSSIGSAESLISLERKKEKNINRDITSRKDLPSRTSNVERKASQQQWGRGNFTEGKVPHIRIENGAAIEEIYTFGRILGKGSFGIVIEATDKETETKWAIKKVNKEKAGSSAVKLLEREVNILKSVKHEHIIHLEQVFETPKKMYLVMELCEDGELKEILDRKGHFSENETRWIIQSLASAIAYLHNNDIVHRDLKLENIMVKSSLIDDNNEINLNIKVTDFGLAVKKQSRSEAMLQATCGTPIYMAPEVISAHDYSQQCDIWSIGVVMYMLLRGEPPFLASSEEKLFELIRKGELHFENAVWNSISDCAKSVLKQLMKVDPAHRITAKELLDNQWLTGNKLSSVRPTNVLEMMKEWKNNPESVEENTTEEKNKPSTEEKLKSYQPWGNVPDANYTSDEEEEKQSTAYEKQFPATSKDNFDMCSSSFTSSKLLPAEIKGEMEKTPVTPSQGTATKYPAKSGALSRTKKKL
p53 PUMA act: mutant p53 pathway reactivation; SW480 PUMA-promoter luciferase; activation, % at 9.98 µM; hit rate 1.5% among 28,000; in the data active = activation above about 52%; inconclusive = no clear call, values can overlap the other calls
Numbers without * were called inactive; ? = inconclusive; nt = not tested or not shown.

Each structure is followed by: STK33 inh, p53 PUMA act
> C[C@@H]1CN([C@H](C)CO)C(=O)Cc2cc(NS(=O)(=O)c3ccc(Cl)cc3)ccc2O[C@@H]1CN(C)C(=O)NC1CCCCC1
  0.1, -0.5
> C[C@@H]1CN([C@H](C)CO)C(=O)c2cc(C#CC3(O)CCCC3)cnc2O[C@H]1CN(C)S(=O)(=O)c1ccccc1
  nt, 5.3
> CC(C)NC(=O)Nc1ccc2c(c1)C(=O)N([C@@H](C)CO)C[C@@H](C)[C@H](CN(C)Cc1ccncc1)O2
  nt, 3.1
> CCOC(=O)c1cccc(NC(=O)COc2ccc(Br)cc2)c1
  2.4, 2.1
> Cc1cc(C)nc(Nc2n[nH]c(CSc3nc4ccccc4s3)n2)n1
  1.4, -0.2
> C[C@H]1CN([C@@H](C)CO)C(=O)Cc2cc(NS(=O)(=O)c3cccs3)ccc2O[C@@H]1CN(C)C(=O)Nc1ccc(F)cc1
  0.2, nt
> CCCNC(=O)[C@@]1(c2ccc([N+](=O)[O-])cc2)CC(=O)N(CC23CC4CC(CC(C4)C2)C3)[C@@H]1c1ccc(CO)cc1I
  2.9, nt
> COc1ccc(-c2cnc3c(c2)C(=O)N([C@H](C)CO)C[C@H](C)[C@H](CN(C)C(=O)Nc2ccc(F)cc2)O3)cc1
  5.5, nt
> COc1cc(C(=O)O)cc(OC)c1O
  4.5, -0.4
> COc1ccc(CN(C)C[C@H]2OCc3cn(nn3)CCCC(=O)N([C@H](C)CO)C[C@H]2C)cc1
  0.4, nt
> C[C@@H]1CCCCO[C@H](CN(C)Cc2ccc3c(c2)OCO3)[C@@H](C)CN([C@H](C)CO)C(=O)c2cc(NS(=O)(=O)c3cn(C)cn3)ccc2O1
  -2.0, nt
> COc1ccc(S(=O)(=O)N(C)C[C@@H]2Oc3ccc(NC(=O)CCN4CCOCC4)cc3C(=O)N([C@H](C)CO)C[C@@H]2C)cc1
  nt, 12.0
> CC(=O)Nc1cc(NC(=O)CCCC(=O)O)ccc1Cl
  7.1, -13.4
> C[C@H](CO)N1C[C@H](C)[C@H](CN(C)C)Oc2ccc(NS(=O)(=O)c3cccs3)cc2CC1=O
  0.2, nt
> COc1ccc(C(=O)N2CCNC(=O)C2CC(=O)Nc2ccc(C)cc2)cc1 (configuration not stated)
  2.4, 4.4
> C[C@@H]1CN([C@H](C)CO)C(=O)CCCn2cc(nn2)CO[C@@H]1CN(C)S(=O)(=O)c1cccc(F)c1
  -1.8, nt
> CC(Oc1ccc(-c2ccccc2)cc1)C(=O)Nc1ccccc1[N+](=O)[O-] (configuration not stated)
  -1.3, -5.2
> Cc1ccc2ccc(C(Nc3ccccn3)c3c(F)cccc3Cl)c(O)c2n1 (configuration not stated)
  -1.2, -16.5
> COc1ccccc1C#Cc1cnc2c(c1)C(=O)N([C@@H](C)CO)C[C@@H](C)[C@H](CN(C)C(C)=O)O2
  nt, 0.7
> CCn1c(SCC(=O)Nc2cccc(Br)c2)nnc1-c1ccc(OC)cc1
  -0.2, -20.0
> C[C@@H]1CN([C@@H](C)CO)C(=O)c2cccc(NC(=O)c3ccncc3)c2O[C@H]1CN(C)CC1CC1
  nt, -2.0
> CC(C)NC(=O)Nc1ccc2c(c1)C(=O)N([C@H](C)CO)C[C@H](C)[C@@H](CN(C)Cc1ccncc1)OCCCC[C@@H](C)O2
  -1.0, nt
> C[C@@H]1CN([C@@H](C)CO)C(=O)c2cc(NS(C)(=O)=O)ccc2O[C@@H]1CN(C)S(=O)(=O)c1ccc(Cl)cc1
  -2.1, nt
> C[C@@H]1CN([C@@H](C)CO)S(=O)(=O)c2ccc(C#Cc3cccc(F)c3)cc2O[C@@H]1CN(C)C
  nt, -6.3
> CCCN(C)C[C@@H]1OCCCC[C@H](C)Oc2ccc(NC(=O)CCC(F)(F)F)cc2C(=O)N([C@H](C)CO)C[C@@H]1C
  nt, 2.6
> CS(=O)(=O)NN1C(=O)c2ccccc2NC12CCCCC2
  nt, -2.3
> O=C(Cc1ccccc1[N+](=O)[O-])NCc1ccco1
  0.9, -18.0
> COc1ccc(CN(C)C[C@H]2Oc3ccc(NC(=O)Nc4ccc(F)cc4)cc3CC(=O)N([C@@H](C)CO)C[C@@H]2C)cc1
  -4.0, nt
> C[C@@H]1CN([C@@H](C)CO)C(=O)Cc2cc(NC(=O)Cn3cnnn3)ccc2O[C@@H]1CN(C)Cc1ccc(Cl)c(Cl)c1
  -0.4, nt
> O=C(Cn1nc(-c2cccc([N+](=O)[O-])c2)c2ccccc2c1=O)Nc1ccc(F)cc1
  0.1, -7.2

Of the compounds above, these have a thiophene ring, fused or not.
Each structure is followed by: STK33 inh, p53 PUMA act
> C[C@H]1CN([C@@H](C)CO)C(=O)Cc2cc(NS(=O)(=O)c3cccs3)ccc2O[C@@H]1CN(C)C(=O)Nc1ccc(F)cc1
  0.2, nt
> C[C@H](CO)N1C[C@H](C)[C@H](CN(C)C)Oc2ccc(NS(=O)(=O)c3cccs3)cc2CC1=O
  0.2, nt

Some of these compounds in order of number of heavy atoms, highest first.
Each structure is followed by: STK33 inh, p53 PUMA act
> C[C@H]1CN([C@@H](C)CO)C(=O)Cc2cc(NS(=O)(=O)c3cccs3)ccc2O[C@@H]1CN(C)C(=O)Nc1ccc(F)cc1
  0.2, nt
> CC(C)NC(=O)Nc1ccc2c(c1)C(=O)N([C@@H](C)CO)C[C@@H](C)[C@H](CN(C)Cc1ccncc1)O2
  nt, 3.1
> Cc1cc(C)nc(Nc2n[nH]c(CSc3nc4ccccc4s3)n2)n1
  1.4, -0.2
> CC(=O)Nc1cc(NC(=O)CCCC(=O)O)ccc1Cl
  7.1, -13.4

Next part.
Each structure is followed by: STK33 inh, p53 PUMA act
> COc1cccc(OC)c1C(=O)N(Cc1nc(-c2ccc(Cl)cc2)no1)C(C)C
  0.4, 14.7
> O=C(COc1cccc(NC(=O)c2ccc([N+](=O)[O-])cc2)c1)c1ccc(Br)cc1
  3.2, 0.6
> COc1ccccc1NC(=O)CNS(=O)(=O)c1ccc(C)cc1
  -4.7, -0.9
> CCCCCCC/C=C/C(=O)CCc1ccc(O)c(OC)c1
  -7.6, -9.3
> Cc1c(C(=O)NC2CCS(=O)(=O)C2)oc2ccccc12 (configuration not stated)
  nt, 6.3
> C[C@@H]1CN([C@H](C)CO)C(=O)c2cccc(NC(=O)C3CCOCC3)c2O[C@@H]1CN(C)Cc1ccc(Cl)c(Cl)c1
  nt, -3.9
> COc1ccc(S(=O)(=O)Nc2ccc3c(c2)C(=O)N([C@H](C)CO)C[C@H](C)[C@H](CN(C)C(=O)Nc2ccccc2)O3)cc1
  2.2, nt
> O=C(O)CNC(=O)CN1C(=O)c2ccccc2C1=O
  1.5, -7.9
> COc1ccc(-c2cc(=O)c3c(O)c(OC)c(O)c(OC)c3o2)cc1
  12.4, 58.5*
> COc1cccc(-c2cc(C(F)(F)F)n3nc(C(=O)Nc4cc(C)nn4-c4ccccc4)cc3n2)c1
  0.6, 8.8
> C[C@@H]1CCCCO[C@H](CN(C)C(=O)Nc2ccc(C(F)(F)F)cc2)[C@@H](C)CN([C@H](C)CO)C(=O)c2cc(NC(=O)C3CCCCC3)ccc2O1
  2.0, nt
> C[C@H]1CN([C@@H](C)CO)C(=O)c2cccc(NC(=O)c3cnccn3)c2O[C@@H]1CN(C)CC1CC1
  nt, -10.4
> CN(C)CCCNc1oc(-c2ccccc2F)nc1C#N
  -2.6, 12.7
> CC(C)NC(=O)Nc1ccc2c(c1)CC(=O)N([C@@H](C)CO)C[C@@H](C)[C@@H](CN(C)C)O2
  0.2, -0.2
> COC(=O)[C@]1(Cc2ccccc2)N=C(c2ccc(OCCCO)cc2)O[C@@H]1c1ccccc1N=[N+]=[N-]
  12.1, nt
> CNC[C@@H]1Oc2ccc(NC(=O)C3CC3)cc2CC(=O)N([C@@H](C)CO)C[C@@H]1C
  -0.2, 0.9
> C[C@@H]1CN([C@@H](C)CO)C(=O)c2c(c3ccccc3n2C)-c2ccccc2CO[C@@H]1CN(C)S(=O)(=O)c1cccc(F)c1
  nt, -37.6
> C[C@H](CO)N1C[C@H](C)[C@H](CN(C)S(=O)(=O)c2ccccc2)Oc2ccc(NC(=O)Cc3cn(C)c4ccccc34)cc2CC1=O
  1.3, nt
> CC(C)NC(=O)N(C)C[C@H]1Oc2ccc(NC(=O)Cn3cnnn3)cc2C(=O)N([C@@H](C)CO)C[C@@H]1C
  -1.5, nt
> C[C@@H]1CN([C@@H](C)CO)C(=O)c2cccc(NC(=O)c3ccc(-c4nccs4)cc3)c2O[C@H]1CN(C)CC1CC1
  nt, 4.0
> COc1ccc(NC(=O)N(C)C[C@@H]2Oc3ccc(NS(=O)(=O)c4cccs4)cc3CC(=O)N([C@H](C)CO)C[C@H]2C)cc1
  -0.5, nt
> CCCC#Cc1ccc2c(c1)O[C@H](CN(C)C(=O)NC(C)C)[C@H](C)CN([C@H](C)CO)S2(=O)=O
  nt, -1.3
> Cc1ccc(S(=O)(=O)N(C)C[C@@H]2Oc3ncc(C#CC4(O)CCCC4)cc3C(=O)N([C@@H](C)CO)C[C@H]2C)cc1
  nt, 3.7
> CC1=CC(/C=C(\C)CCC(O)C(O)/C=C/C(=O)O)C2(O)C(=O)NC(CC(C)C)C2C1C (configuration not stated)
  -0.7, -1.2
> C[C@H]1CN([C@@H](C)CO)C(=O)c2cc(C3=CCCC3)cnc2O[C@@H]1CN(C)C(=O)c1ccc(F)cc1
  nt, 15.1
> CCc1nc(SCC(=O)N(c2ccccc2)c2ccccc2)n[nH]1
  4.3, -7.7
> COc1ccc2cc3[n+](cc2c1OC)CCc1cc2c(cc1-3)OCO2
  -3.6, nt
> C[C@@H]1CN([C@H](C)CO)C(=O)Cc2cc(NC(=O)c3ccncc3)ccc2O[C@H]1CN(C)Cc1ccc(C(F)(F)F)cc1
  -1.8, nt
> C[C@H](CO)N1C[C@H](C)[C@H](CN(C)Cc2ccc(C(F)(F)F)cc2)Oc2ccc(NC(=O)Nc3ccccc3)cc2CC1=O
  -1.0, 8.4
> COc1ccccc1C(=O)Nc1sc2c(c1C(=O)NCc1ccco1)CCCC2
  3.8, -15.3

Each structure is followed by: STK33 inh, p53 PUMA act
> C[C@H]1CN([C@@H](C)CO)C(=O)CCCn2cc(nn2)CO[C@H]1CN(C)C(=O)Nc1ccc(F)cc1
  4.8, nt
> C[C@H]1CN([C@@H](C)CO)C(=O)c2cccc(NC(=O)Nc3cccc4ccccc34)c2O[C@H]1CN(C)C(=O)Nc1ccc(F)cc1
  nt, -10.7
> COc1ccc(S(=O)(=O)Nc2ccc3c(c2)C(=O)N([C@@H](C)CO)C[C@@H](C)[C@@H](CN(C)S(=O)(=O)c2cccs2)O3)cc1
  0.8, -2.2
> C[C@H](CO)N1C[C@H](C)[C@H](CN(C)C(=O)NC2CCCCC2)Oc2ncc(C#Cc3ccccc3)cc2C1=O
  ?, -13.7
> C[C@@H]1CN([C@@H](C)CO)C(=O)c2cccc(N(C)C)c2O[C@@H]1CN(C)C(=O)Nc1cccc2ccccc12
  nt, -12.9
> COC(=O)c1cc(N2C(=O)C3C4C=CC(C)(O4)C3C2=O)ccc1Cl (configuration not stated)
  1.8, nt
> Clc1ccc2nc(SCc3csc(Nc4ccccc4)n3)oc2c1
  1.9, 7.9
> C[C@@H]1CN([C@@H](C)CO)S(=O)(=O)c2ccc(C#Cc3cccnc3)cc2O[C@H]1CN(C)C(=O)Nc1ccc2c(c1)OCO2
  nt, -22.9
> Cc1ccc(S(=O)(=O)N(C)C[C@H]2Oc3ccc(NC(=O)Nc4ccc5c(c4)OCO5)cc3C(=O)N([C@@H](C)CO)C[C@@H]2C)cc1
  0.6, nt
> C[C@H](CO)N1C[C@H](C)[C@H](CN(C)CC2CC2)Oc2ccc(NC(=O)CCC(F)(F)F)cc2CC1=O
  1.4, nt
> C[C@@H]1CN([C@H](C)CO)C(=O)c2cc(NS(=O)(=O)c3ccccc3)ccc2O[C@@H](C)CCCCO[C@@H]1CN(C)C(=O)CCCN(C)C
  nt, 8.2
> COc1cc2c(cc1OC)CN(C(=O)[C@H]1[C@@H]3C(=O)O[C@@H](c4ccccc4)[C@@H](c4ccccc4)N3[C@@H](c3ccccc3OCCO)[C@]13C(=O)Nc1ccc(C#CCNC(N)=O)cc13)CC2
  10.9, nt
> CC(C)NC(=O)N(C)C[C@@H]1Oc2ccc(NC(=O)Cc3ccccc3)cc2CC(=O)N([C@@H](C)CO)C[C@@H]1C
  0.6, nt
> C[C@@H]1CN([C@H](C)CO)C(=O)c2cc(C#Cc3ccccn3)cnc2O[C@H]1CN(C)CC1CCOCC1
  nt, 26.8
> Cc1noc(C)c1S(=O)(=O)N(C)C[C@@H]1OCCCC[C@@H](C)Oc2ccc(NC(=O)CCCN(C)C)cc2C(=O)N([C@H](C)CO)C[C@@H]1C
  nt, 1.3
> O=Cc1c2[nH]c3ccccc3c2cc2[nH]c3ccccc3c12
  -2.0, 8.4
> Cc1cc(C(F)(F)F)nn1CCCNC(=O)c1cccs1
  1.1, 1.6
> Cc1cc(C)c2nc(-c3ccccn3)cc(C(=O)NCc3ccc(S(N)(=O)=O)cc3)c2c1
  6.2, -32.7
> C[C@H]1CN([C@@H](C)CO)C(=O)c2cc(NC(=O)Cc3ccccc3)ccc2O[C@@H]1CN(C)C(=O)NC1CCCCC1
  -2.0, 8.8
> COc1ccc(CN(C)C[C@@H]2Oc3ccc(NS(=O)(=O)c4ccc(OC)cc4)cc3CC(=O)N([C@H](C)CO)C[C@@H]2C)cc1
  1.4, 0.6
> C[C@@H]1CN([C@H](C)CO)C(=O)c2cc(NS(C)(=O)=O)ccc2O[C@@H]1CN(C)C(=O)Nc1ccc2c(c1)OCO2
  nt, -0.2
> C[C@H]1CN([C@@H](C)CO)C(=O)c2cc(NC(=O)c3ccncc3)ccc2O[C@H]1CN(C)C
  nt, 0.6
> Cc1noc(C)c1NC(=O)N(C)C[C@H]1Oc2ccc(NS(=O)(=O)c3ccccc3)cc2C(=O)N([C@@H](C)CO)C[C@H]1C
  -2.0, nt

Assay outcomes deposited in PubChem BioAssay by Broad Institute.

This is a subset; the hit share may differ from the screen's.
